PHOSPHO1 block = blocks human PHOSPHO1 phosphatase activity; recombinant PHOSPHO1, absorbance phosphatase assay; AID 1565; inhibition, % at 13.3 µM; 1.1% of 290,000 active; in the data active = inhibition above about 60%
Target sequence (Q8TCT1 whole entry, looked up): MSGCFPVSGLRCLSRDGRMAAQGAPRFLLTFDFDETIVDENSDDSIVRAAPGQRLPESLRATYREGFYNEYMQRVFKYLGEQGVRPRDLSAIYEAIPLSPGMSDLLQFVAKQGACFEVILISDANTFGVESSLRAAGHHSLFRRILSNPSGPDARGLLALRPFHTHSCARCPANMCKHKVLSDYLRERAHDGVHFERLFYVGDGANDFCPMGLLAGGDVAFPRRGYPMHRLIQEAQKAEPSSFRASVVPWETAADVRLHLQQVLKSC
GPR7 antagonist = antagonists of human GPR7 (neuropeptides B/W receptor 1) | GPR7-expressing cells, fluorescence antagonist assay | inhibition, % at 4.4 µM | 1.1% of 290,000 active; in the data active = inhibition above about 16%, passing the limit was not always enough;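 also: cells stimulated with the agonist NPW; 0% = agonist with vehicle and 100% = vehicle without agonist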
Target sequence (P48145 whole entry, looked up): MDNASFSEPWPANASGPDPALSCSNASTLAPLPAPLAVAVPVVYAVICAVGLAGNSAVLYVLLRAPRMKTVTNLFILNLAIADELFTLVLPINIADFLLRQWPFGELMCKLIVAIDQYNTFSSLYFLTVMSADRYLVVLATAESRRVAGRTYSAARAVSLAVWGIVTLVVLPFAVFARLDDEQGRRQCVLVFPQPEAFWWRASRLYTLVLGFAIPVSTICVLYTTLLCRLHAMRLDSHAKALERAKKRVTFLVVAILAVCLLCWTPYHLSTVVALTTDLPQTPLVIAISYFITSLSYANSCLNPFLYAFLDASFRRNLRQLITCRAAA
M18AAP inhibitor = blocks P. falciparum M18 aspartyl aminopeptidase | inhibition, % at 7.35 µM | 1.2% of 290,000 active | recombinant PfM18AAP, H-Glu-NHMec fluorogenic cleavage;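 active = inhibition above the campaign mean inhibition over all tested compounds plus 3 SD, cut at about 28% in these data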;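 also: 0% = plate median of test compound wells and 100% = 2 mM ZnCl2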
VIM-2 inhibitor = inhibitors of Pseudomonas aeruginosa VIM-2 metallo-beta-lactamase; inhibition, % at 5.6 µM; AID 1527; purified VIM-2, nitrocefin hydrolysis, epi-absorbance fluorescence; 0.89% of 290,000 active;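 active = inhibition above the mean of all tested compounds plus 3 SD, cutoff set per screening run, cut at about 7.5% in these data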;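 also: red hydrolysis product quenches plate fluorescence so inhibitors raise well fluorescence; 0% = enzyme with DMSO and 100% = DMSO without enzyme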
p-CIP stab down = lowers stability of the mouse p/CIP coactivator protein; Q05BA5; F442A p/CIP-EGFP cells, EGFP fluorescence, 16 h; decrease of EGFP signal, % at 10 µM; 0.01% of 290,000 active; AID 1984;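 active = EGFP signal decrease of at least 30% at 10 µM or well 3 SD below plate mean, unless failing retest; inactive = the rest, including hits failing retest or dose response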; also: some compounds called inactive have numbers as strong as hits; many of its hits are not listed in these tables
IMP-1 inh = blocks Pseudomonas aeruginosa IMP-1 metallo-beta-lactamase; AID 1556; purified IMP-1, nitrocefin hydrolysis, epi-absorbance fluorescence; 0.45% of 290,000 active; inhibition, % at 5.6 µM;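 active = inhibition above the mean plus 3 SD of all compounds in the same screening run, cut at about 4.5% in these data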;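 also: 0% = IMP-1 with DMSO and 100% = DMSO wells lacking enzyme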
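Assay system: purified IMP-1; Quantity: IMP-1 0.2 nM before substrate addition; Medium: HEPES buffer pH 7.1 with ZnSO4 and Brij 35; Incubation: 15 min enzyme–compound preincubation, then 25 min nitrocefin reaction, 25 °C; Signal: fluorescence quenching readout, ex 480/em 530 nm; Controls: DMSO with and without IMP-1; Repeats: singlicate testing.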
IDE inh = inhibitors of human insulin-degrading enzyme in cells; P14735; AID 434962; inhibition, % at 5.59 µM; HEK cells, FAbetaB cleavage, fluorescence polarization; 0.41% of 320,000 active;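 active = percent inhibition above the average of all tested compounds plus 3 SD, set per screening campaign, cut at about 16% in these data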;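 also: IDE supplied by intact live HEK cells; FP after avidin binding of uncleaved biotin substrate so inhibition keeps polarization high; 0% = DMSO wells and 100% = 60 µM reference IDE inhibitor Ii1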
NALP1 yeast inh = NALP1 inhibition; S. cerevisiae NALP1/ASC/caspase-1 growth, X-gal OD620, 72 h; inhibition, % at 10 µM; 0.61% of 280,000 active; in the data active = inhibition mostly above about 24%, no sharp cut-off; inactive = mostly below about 32%; also: some compounds called inactive have numbers as strong as hits
IDE act = IDE (human) activation, cell-based | AID 493087 | activation, % at 5.96 µM | 0.073% of 340,000 active | P14735 | HEK cells, FAbeta-B cleavage, fluorescence polarization; 0% vehicle, 100% cell-free pure enzyme wells;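 active = activation above the mean of all tested compounds plus 3 SD, set per screening campaign, cut at about 17% in these data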
* hit, by the source's call; nt = no result given.

entry | SMILES | PHOSPHO1 block | GPR7 antagonist | M18AAP inhibitor | VIM-2 inhibitor | p-CIP stab down
1 | CCO[C@H]1OC(C(=O)NCc2ccccc2)=C[C@@H](c2ccccc2)[C@@H]1CCCO | 24 | -5 | -5 | -0.3 | 0
2 | CC1Sc2ccccc2N(CC(=O)N(C(C)C)C(C)C)C1=O (centres undefined) | 8 | 0 | -3 | -2.1 | 2
3 | CCc1nnc(NC(=O)CCC(=O)N2CCN(Cc3ccc(OC)c(F)c3)CC2)s1 | -4 | -6 | -5 | -5.7 | -4
4 | N#CC1=C(N)OC2=C(C(=O)CCC2)C12CCC1(CC2)OCCO1 | 38 | 0 | 12 | -1.6 | 0
5 | COc1ccccc1N1CC(C(=O)OCC(=O)c2ccc(F)cc2)CC1=O (centres undefined) | -6 | -4 | 0 | -1.9 | -10
6 | CCOC(=O)N1CCN(S(=O)(=O)c2ccc(C(=O)Nc3sc4c(c3C#N)CCC4)cc2)CC1 | 8 | -5 | 8 | -1.9 | 4
7 | COc1ccc(C(=O)NCC(=O)N/N=C/c2ccc([N+](=O)[O-])o2)cc1OC | 12 | -24 | 12 | -3.1 | 1
8 | Cc1cc(Cl)c(S(=O)(=O)N2CCSCC2)cc1OCC(=O)NC1CCCCC1 | -12 | 4 | -4 | -6.8 | -10
9 | CNC(=S)N1N=C(c2ccc(C)cc2)CC1c1cc(OC)ccc1OC (centres undefined) | 35 | 11 | 2 | -1.4 | -7
10 | COc1ccc(Cc2c(O)nc(SCC(C)C)[nH]c2=O)cc1 | nt | -13 | -6 | 1.2 | -54

entry | IMP-1 inh | IDE inh | NALP1 yeast inh | IDE act
1 | -0.2 | -1 | 2 | 3
2 | -2.4 | 0 | 13 | 5
3 | -2.1 | 7 | 12 | 3
4 | -1.4 | -1 | 17 | -1
5 | -1.2 | 0 | 19 | 3
6 | -0.5 | 2 | 8 | -2
7 | -2.7 | 1 | -1 | 2
8 | -3.5 | 3 | -1 | 0
9 | -0.9 | -1 | 12 | 7
10 | -0.6 | 0 | 7 | 2

(listing goes on)
entry | SMILES | PHOSPHO1 block | GPR7 antagonist | M18AAP inhibitor | VIM-2 inhibitor | p-CIP stab down
11 | Cc1ccc2[nH]cc(CCNC(=O)C3CCCCC3)c2c1 | 24 | -4 | -7 | -0.2 | -2
12 | O=C(CN1CCc2ccccc2C1)NCC(=O)Nc1ccc(F)cc1 | -5 | -9 | -5 | -1.7 | -3
13 | O=C(O)CNC(=S)N(Cc1ccccc1)Cc1cccnc1 | 8 | -1 | -3 | 0.1 | -9
14 | COc1ccc(Cl)cc1NC(=O)Nc1ccccc1SC | 23 | 12 | 2 | 1.9 | -12
15 | COc1ccc(OCC(=O)NNC(=O)C(=O)Nc2cc(OC)ccc2OC)cc1 | 33 | -4 | -12 | -0.3 | -19
16 | CCC(C)c1ccc(NC(=O)COC(=O)c2nc3nccc(C)n3n2)cc1 (centres undefined) | 10 | -6 | 4 | -4.4 | -5
17 | CCOC(=O)c1ccc(NC(=O)c2nc[nH]c2C(=O)N(CC)CC)cc1 | 48 | nt | nt | nt | -14
18 | CC(C)C(=O)Nc1c(-c2ccccc2Cl)c(=O)c2ccccc2n1C | 1 | -9 | -4 | -3.4 | -9
19 | COc1ccc2c(c1)c(C)cc[n+]2Cc1ccccc1 | 36 | -14 | 2 | -3.6 | -12
20 | CC1=CC(c2ccccc2)n2nc(NC(=O)CCCC(=O)O)nc2N1 (centres undefined) | 39 | -2 | 12 | -3.2 | 2

entry | IMP-1 inh | IDE inh | NALP1 yeast inh | IDE act
11 | -2.9 | nt | 13 | 0
12 | -2.4 | 2 | 1 | -3
13 | -2.5 | -3 | 6 | -1
14 | 0.5 | 3 | 12 | 7
15 | -2.2 | -4 | 23 | 1
16 | -3.2 | -3 | 9 | -1
17 | nt | 5 | nt | 4
18 | -4.4 | nt | 2 | -5
19 | -4.0 | nt | 8 | -1
20 | -1.5 | 1 | 8 | 3

More results:
entry | SMILES | PHOSPHO1 block | GPR7 antagonist | M18AAP inhibitor | VIM-2 inhibitor | p-CIP stab down
21 | Nc1c(C(=O)O)sc2nc(-c3ccccc3)cc(-c3ccc(F)cc3)c12 | 10 | -8 | -5 | -1.6 | -41
22 | O=C(CCN1C(=O)/C(=C/c2cccs2)SC1=S)Nc1ccc(C(=O)O)c(O)c1 | 2 | -9 | 12 | -2.7 | 3
23 | CC(C)n1c(N2CCN(C(=O)Nc3ccccc3)CC2)nc2ccccc21 | 26 | 10 | 1 | -1.1 | -11
24 | COc1ccc2nc(C)cc(C(=O)O)c2c1 | -1 | -9 | 7 | 0.1 | -7
25 | O=C(Cc1ccc([N+](=O)[O-])cc1)Nc1nnc(C2CC2)s1 | 14 | -3 | 2 | -0.7 | 2
26 | NC(=O)NCc1ccccc1F | -2 | -13 | 0 | -0.5 | 4
27 | COc1cc(NC(=O)c2ccc3c(c2)OCCO3)ccc1NC(=O)c1cccs1 | 46 | -8 | 4 | -4.9 | -3
28 | COC(=O)c1sccc1OCc1cccc(OC)c1 | 24 | -4 | -1 | -2.1 | -2
29 | CCC(c1nnc(SCC(=O)NCC2CCCO2)n1Cc1ccccc1)N(C)C (centres undefined) | nt | -12 | -6 | -0.3 | nt
30 | C[C@H](NCc1c[nH]c2ccccc12)c1ccccc1 | 14 | 6 | 0 | -1.6 | 0

entry | IMP-1 inh | IDE inh | NALP1 yeast inh | IDE act
21 | -0.7 | 0 | -6 | -2
22 | -3.2 | 6 | 18 | 4
23 | -0.2 | -1 | 2 | 1
24 | 3.3 | 3 | -6 | 7
25 | -3.1 | -5 | 11 | 1
26 | -1.6 | -4 | 8 | nt
27 | -1.8 | 6 | 3 | -5
28 | -2.5 | 4 | 12 | 4
29 | -1.9 | -2 | nt | 8
30 | -3.3 | 3 | 11 | 1

(listing goes on)
entry | SMILES | PHOSPHO1 block | GPR7 antagonist | M18AAP inhibitor | VIM-2 inhibitor | p-CIP stab down
31 | CCCc1ccc2oc(C(=O)N3CCCC3)c(C)c2c1 | -8 | -10 | 6 | -1.3 | 2
32 | CC(=O)Nc1ccc2nc(NC(=O)COc3ccccc3Cl)sc2c1 | 28 | -1 | 4 | -4.9 | -3
33 | CCn1c(SCC(=O)Nc2cccc(C)n2)nc2c1c(=O)n(C)c(=O)n2C | 9 | -1 | -2 | -1.1 | -6
34 | OC(CNCc1ccc(Cl)cc1)COc1ccccc1 (centres undefined) | 14 | 8 | 2 | -4.4 | -11
35 | C=CCn1c(SCc2nc3scc(-c4ccccc4)c3c(=O)[nH]2)nnc1-c1ccccc1F | -30 | -12 | -6 | -1.5 | -4
36 | COCCN(C(=S)Nc1ccccc1OC)C1CCN(C(C)C)CC1 | -5 | 1 | 9 | -1.4 | 0
37 | COC(=O)NCC(c1ccco1)N1CCN(c2ccc(OC)cc2)CC1 (centres undefined) | -20 | -4 | -4 | -0.4 | -3
38 | COc1ccc(/C=N/NC(=O)CN(CCc2ccccc2)S(=O)(=O)c2ccc(NC(C)=O)cc2)cc1OC | -1 | -14 | -1 | -4.9 | -1
39 | Nc1nc2ccccc2n1CCN1CCCC1 | -1 | 33* | -9 | -2.4 | 4
40 | O=C(NCCCN1CCOCC1)c1cccc(NC(=O)c2ccccc2)c1 | nt | -10 | -2 | -3.2 | nt

entry | IMP-1 inh | IDE inh | NALP1 yeast inh | IDE act
31 | -1.2 | 2 | 14 | 0
32 | -3.1 | 1 | 2 | -3
33 | -2.0 | 3 | 14 | -4
34 | -2.8 | 4 | -7 | 0
35 | -2.2 | 4 | 13 | 4
36 | 0.4 | 4 | 6 | 5
37 | -1.5 | -1 | -11 | 8
38 | -4.7 | 6 | 4 | 5
39 | -1.2 | 13 | 10 | 2
40 | -4.2 | -6 | nt | 3

(continued)
entry | SMILES | PHOSPHO1 block | GPR7 antagonist | M18AAP inhibitor | VIM-2 inhibitor | p-CIP stab down
41 | O=C(NC1CCCCC1)NC12CC3CC(CC(C3)C1)C2 | -13 | 10 | -3 | -1.2 | -9
42 | O=C(NNC(=O)c1cccc(O)c1)Nc1ccc([N+](=O)[O-])cc1 | 17 | 2 | 24 | -3.0 | 4
43 | O=C(O)C1C2C=CC(CC2)C1C(=O)O (centres undefined) | 11 | -4 | 5 | -0.1 | -1
44 | C/C(=N\OCC(=O)NC12CC3CC(CC(C3)C1)C2)c1cc2ccccc2o1 | -2 | -7 | 8 | -1.6 | 8
45 | COc1ccc(CNC(=O)CN2C(=O)CSc3ccc(S(=O)(=O)N4CCOCC4)cc32)c(OC)c1 | -157 | -5 | 2 | -0.1 | -26
46 | O=C(NC12CC3CC(CC(C3)C1)C2)c1cc(F)c(F)cc1Cl | nt | -23 | 3 | -1.1 | -7
47 | COc1ccc(NC(=O)c2c(C)nn(-c3ccccc3)c2Cl)cc1 | 34 | -2 | 0 | -1.6 | 6
48 | CCNC(=S)Nc1cc(OCC)c(NC(=O)c2ccco2)cc1OCC | 2 | -6 | -3 | -1.9 | -16
49 | CCOC(=O)N1CCC(Nc2c(NCCCN(CC)CC)c(=O)c2=O)CC1 | 0 | -6 | 2 | 0.4 | -14
50 | O=C1[C@H](O)[C@@H](O)C(=O)N1Cc1ccccc1 | 11 | -16 | 2 | -1.6 | -3

entry | IMP-1 inh | IDE inh | NALP1 yeast inh | IDE act
41 | -1.3 | 2 | 8 | -1
42 | -4.9 | 0 | 14 | 0
43 | -3.6 | -2 | 1 | 5
44 | 0.2 | 1 | 28 | 2
45 | -0.1 | -1 | 21 | 1
46 | -2.8 | -1 | -3 | 6
47 | -1.3 | -2 | 12 | -3
48 | -4.2 | 3 | nt | -1
49 | -3.5 | 0 | -20 | 0
50 | -0.7 | 2 | 28 | 5

Random excerpt: two compounds from above
entry | SMILES | PHOSPHO1 block | GPR7 antagonist | M18AAP inhibitor | VIM-2 inhibitor | p-CIP stab down
49 | CCOC(=O)N1CCC(Nc2c(NCCCN(CC)CC)c(=O)c2=O)CC1 | 0 | -6 | 2 | 0.4 | -14
50 | O=C1[C@H](O)[C@@H](O)C(=O)N1Cc1ccccc1 | 11 | -16 | 2 | -1.6 | -3

entry | IMP-1 inh | IDE inh | NALP1 yeast inh | IDE act
49 | -3.5 | 0 | -20 | 0
50 | -0.7 | 2 | 28 | 5

(more compounds)
entry | SMILES | PHOSPHO1 block | GPR7 antagonist | M18AAP inhibitor | VIM-2 inhibitor | p-CIP stab down
51 | CSC[C@H](NC(=O)COc1cc2c(c3oc(=O)cc(C)c13)CCC(C)(C)O2)C(=O)O | 34 | 2 | 0 | 0.9 | -4
52 | COc1ccccc1-c1nnn(CC#N)n1 | 5 | -5 | -15 | -0.2 | 9
53 | Cn1c(-c2ccccc2)cnc1NCc1ccccc1 | 39 | -13 | 7 | -1.9 | -3
54 | CCCCn1c(N)c(N(Cc2ccccc2OC)C(=O)CCC(C)C)c(=O)[nH]c1=O | 25 | -2 | 0 | -2.5 | -12
55 | COc1ccccc1NC(=O)CSc1nnnn1-c1ccc2c(c1)OCO2 | -4 | -3 | -6 | -0.1 | -13
56 | CCC(=O)Nc1c(-c2cccs2)c(=O)c2ccccc2n1C | 1 | 8 | -4 | -1.8 | -2
57 | COC(=O)c1sc(-c2ccc(C(C)(C)C)cc2)cc1NC(=O)CSCC(=O)O | 18 | -4 | -14 | -2.4 | -10

entry | IMP-1 inh | IDE inh | NALP1 yeast inh | IDE act
51 | -3.4 | 5 | -3 | 5
52 | 1.5 | 7 | -12 | -1
53 | -2.1 | -6 | 0 | 2
54 | -2.9 | 3 | 8 | 1
55 | -2.0 | -4 | 4 | 2
56 | -1.0 | 5 | 18 | -1
57 | -2.1 | 2 | nt | 7
